KDM5B inhibitor: inhibitors of human KDM5B histone demethylase; AID 1347165; Q9UGL1; KDM5B demethylase, FDH-coupled NADH fluorescence (FDH is formaldehyde dehydrogenase); Potency, µM (highest dose often 57.7 µM), without a hit: at the highest dose activity change, negative = inhibition, hits mostly inhibitors; actives 2.6% (n = 220,000); active = well fitted inhibition curve with a large enough effect; inconclusive = small, poorly fitted or top-dose-only effect; inactive = no such curve, though single readings can be large or run the other way; note: 0% is about no effect; nearly all actives have a fitted effect of over 70% in size
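Here, H3K4me3 peptide (12.5 µM in substrate mix) is demethylated by KDM5BΔAP, 200 nM final, after 10 min compound exposure. Formaldehyde product is coupled through FDH (0.25 U/mL in mix) to NADH fluorescence; 30-min ΔRFU feeds dose-response curves.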
An asterisk follows results filed as active; ? = inconclusive; & = joins results of further samples; [ ] = dose if it differs, or a comment. Potency is the fitted concentration of half-maximal effect.

SMILES | KDM5B inhibitor
COc1ccccc1C(=O)NC1CC1 | 2%
O=C(c1ncc[nH]1)c1cccs1 | -3%
Cc1ccc(S(=O)(=O)N2CCN(C(=O)C3CC(=O)Nc4cc(F)ccc43)CC2)c(C)c1 (stereo unspecified) | 23%
CC(=O)c1c(C)oc2c(Cl)cc(NS(=O)(=O)c3ccc4ccccc4c3)cc12 | 23%
Cc1ccsc1/C=N/Nc1ccc(Cl)nn1 | 8%
CCNC(=O)[C@@H]1C[C@H](n2cc(-c3ccc(CN4CCOCC4)cc3)nn2)CN1 | -36%
O=C(Nc1ccc(OCc2ccccc2)cc1)C(c1ccccc1)c1ccccc1 | -3%
Cc1ccc2nc(-c3ccccc3)cc(C(=O)NCCCn3ccnc3)c2c1 | 490%[activator]
COc1ccc(S(=O)(=O)Nc2ccc(C)n(CC(=O)N(C)C)c2=O)cc1 | -26%
CCN1c2cc(C(=O)NCc3cccs3)ccc2C(=O)N2CCCCCC21 (stereo unspecified) | ?
COC(=O)N1CCC2(CC1)Cc1ccccc1NC2=O | -7%[86.2 µM]
CCCn1cc(CNC(=O)c2cc3c(s2)CCC(C)C3)cn1 (stereo unspecified) | 5%
COc1ccc(S(=O)(=O)NC2CCCCCC2)cc1C(N)=O | 34%
O=C(O)C[C@@H]1CCN(C(=O)c2cccs2)C[C@@H]1CCN1CCN(c2ccccn2)CC1 | -3%
O=C(NCc1ccco1)c1ccc2c(c1)N(Cc1ccc(Cl)cc1)C(=O)c1ccccc1S2 | ?
CCNc1c(NC(=O)Nc2ccc(C)cc2)c(=O)oc2ccccc12 | 9%
N#Cc1ccccc1CNc1cccc(Cl)c1 | 5%
O=C(CCc1ncc(-c2ccc(F)cc2F)o1)NCC(c1ccccc1)N1CCCC1 (stereo unspecified) | -12%
CCOC(=O)c1cnc(N2CCN(c3ccccn3)CC2)c2ccccc12 | ?
CCOc1ccc(-n2c(SCC(=O)Nc3ccc(F)cc3)nc3c([nH]c4ccccc43)c2=O)cc1 | ?
Cc1cc(C(F)(F)F)nn1CCNC(=O)[C@H]1CCC[C@H](O)C1 | 20%
CCc1ccc(S(=O)(=O)N2CCCN(C)c3ccccc32)cc1 | -23%
CCOc1ccc(CN2CCC(N(C(=O)CC)C3CCOCC3)CC2)cc1 | 16%
CCOc1ccc(Nc2cc(C(=O)N3CCOCC3)c3ccccc3n2)cc1 | -21%
O=C(O)CSCSCC(=O)O | 15%
CC(NC(=O)/C(=C/c1ccccc1)NC(=O)c1ccc(Br)o1)C(=O)O (stereo unspecified) | -6%
CCn1c2ccccc2c2cc(CN3CCN(Cc4ccc(Cl)cc4)CC3)ccc21 | ?
O=C(NCCC1CCN(C(=O)Nc2ccc(F)cc2)CC1)c1ccccn1 | 8%
Cc1ncoc1C(=O)N1CCC2(CCCN(C3CCOCC3)C2=O)C1 (stereo unspecified) | 41%[activator]
N#CC1=C(N)OC2=C(C(=O)CCC2)C1c1ccc(C#N)cc1 (stereo unspecified) | -11%
CCOC(=O)c1c(C)[nH]c(C)c1S(=O)(=O)N1CCCC(C(=O)N2CCN(c3cccc(C)c3C)CC2)C1 (stereo unspecified) | -28%
COc1ccc(C(C(=O)O)N2CCN(Cc3csc(C)n3)CC2)c(C)c1 (stereo unspecified) | ?
COC(=O)c1c(C)sc2c1OC(N)=C(C#N)C21C(=O)N(Cc2ccc(F)cc2)c2ccccc21 (stereo unspecified) | 2%
NCCc1n[nH]c(=O)n1-c1ccc(Cl)cc1 | 24%
Cc1nc(C)c(CCC(=O)Nc2cc(Cl)ccc2F)c(=O)[nH]1 | 12%
CCOc1ccc(S(=O)(=O)N2CCN(C)CC2)cc1NC(=O)c1ccccc1F | 11%

6 compounds already listed, arranged by SMILES length, low to high.
SMILES | KDM5B inhibitor
O=C(O)CSCSCC(=O)O | 15%
Cc1ncoc1C(=O)N1CCC2(CCCN(C3CCOCC3)C2=O)C1 (stereo unspecified) | 41%[activator]
Cc1nc(C)c(CCC(=O)Nc2cc(Cl)ccc2F)c(=O)[nH]1 | 12%
COc1ccc(C(C(=O)O)N2CCN(Cc3csc(C)n3)CC2)c(C)c1 (stereo unspecified) | ?
CCOc1ccc(S(=O)(=O)N2CCN(C)CC2)cc1NC(=O)c1ccccc1F | 11%
COC(=O)c1c(C)sc2c1OC(N)=C(C#N)C21C(=O)N(Cc2ccc(F)cc2)c2ccccc21 (stereo unspecified) | 2%

Remaining list, next part:
SMILES | KDM5B inhibitor
COc1cc(C(=O)Nc2nonc2-c2ccc(C)c(C)c2)cc(OC)c1OC | -1%
COC(=O)c1cc2sc(Cl)cc2n1CC(=O)Nc1cc(C)cc(C)c1 | -18%
COc1ccccc1NC(=O)CSC1=Nc2ccccc2C2=NC(CCC(=O)NCCc3ccccc3)C(=O)N12 (stereo unspecified) | 3%
COc1ccc(-c2noc(-c3cccn3CC(=O)Nc3ccc(C)cc3C)n2)cc1F | -8%
COc1ccc(-c2cnc3[nH]cc(CC(=O)N4CCOCC4)c3c2)cn1 | ?
COc1cccc(NC(=O)c2oc3ccccc3c2NC(=O)COc2ccccc2C)c1 | -9%
COc1ccc(NC(=O)C2=C(C)Nc3c(C(=O)Nc4ccc(C)cc4)cnn3C2c2cccc(Cl)c2)cc1 (stereo unspecified) | 8%
Fc1ccc(F)c(Nc2c3c(nc4ccc(Cl)cc24)CCC3)c1 | ?
O=C(Cn1ccc2c(Cl)cccc21)Nc1nnc(C2CC2)s1 | -8%
COc1ccc(-c2cn3c(n2)sc2cc(C(=O)NCCCc4ccccc4)ccc23)cc1 | ?
O=C(Nc1cccc(C(F)(F)F)c1)O[C@@H]1CO[C@H]2[C@@H]1OC[C@@H]2n1nnnc1SC1CCCC1 | 1%
CCCN1C(C(=O)c2ccccc2)=C(OC(=O)C(C)(C)C)c2ccccc2S1(=O)=O | -13%
Cc1oc2cc(OCc3ccccc3)ccc2c(=O)c1-c1ccc2c(c1)OCCCO2 | 4%
O=S(=O)(c1c(Cl)cccc1Cl)N1CCNCC1 | 7%
COc1ccc(-c2nc(C3CC(=O)N(c4ccc(C)cc4)C3)no2)c(OC)c1 (stereo unspecified) | 25µM*
CCc1ccc(-c2nn(C)c(=O)c3c2CCCC3)cc1S(=O)(=O)Nc1ccccc1 | -2%
CNC(=O)c1cccc(NC(=O)c2cccc(OCc3c(C)noc3C)c2)c1 | -11%
Cc1ccc2c(=O)cc(C(=O)Nc3ccc(S(=O)(=O)N4CCCCC4)cc3)oc2c1C | -23%
CC(=O)c1ccc(NC(=O)O[C@@H]2CO[C@H]3[C@@H]2OC[C@@H]3n2nnnc2-c2ccc(-c3ccccc3)cc2)cc1 | 32%
Cc1nn(Cc2ccccc2)c(C)c1[C@@H]1C=C[C@@H](NS(=O)(=O)c2cccs2)C1 | -29%[86.2 µM]
COc1ccc(OC)c(NC(=O)c2cc3c(n(-c4ccc(Cl)cc4)c2=O)CC(C)(C)CC3=O)c1 | -10%
Cc1ccc(/C=C/c2onc(C)c2S(=O)(=O)N2CCC(C(=O)N3CCN(c4ccccc4F)CC3)CC2)cc1 | -9%
CCn1ncnc1C(C)NC(=O)Cn1nc(-c2ccccc2)n(CC)c1=O (stereo unspecified) | 34%[activator]
O=c1ccc2ccc(OCCOc3cccc(Cl)c3)cc2o1 | ?

Of the compounds above, these contain an aryl thioether with sulfur outside any ring:
SMILES | KDM5B inhibitor
CCOc1ccc(-n2c(SCC(=O)Nc3ccc(F)cc3)nc3c([nH]c4ccccc43)c2=O)cc1 | ?
O=C(Nc1cccc(C(F)(F)F)c1)O[C@@H]1CO[C@H]2[C@@H]1OC[C@@H]2n1nnnc1SC1CCCC1 | 1%

Remaining list, next part
SMILES | KDM5B inhibitor
COCCNC(=O)[C@@H]1C[C@H](Oc2ccccc2)CN1C(=O)C1CCC1 | 5%
CCCN1CCN(c2ccc(C(=O)O)cc2NS(=O)(=O)c2ccccc2)CC1 | ?
CN1[C@@H](CCC(=O)NCc2ccc(F)cc2)CNC(=O)[C@@H]2[C@H]1CCN2Cc1cccc(Cl)c1 | -27%
CCn1c(=O)c2c(cc(C)n2C)n(CC(=O)Nc2cc(OC)cc(OC)c2)c1=O | 29%
CN1c2cc(C(=O)N3CCN(c4ccc(Cl)cc4)CC3)ccc2C(=O)N2CCCCC21 (stereo unspecified) | ?
CC1CCN(S(=O)(=O)c2ccc3c(ccc(=O)n3CC(=O)NCc3ccccc3Cl)c2)CC1 | -21%
COC(=O)[C@@H]1C[C@H](NC(=O)CCCc2cccs2)CN1C | -16%
CCN1CCC2(CCC1=O)CN(c1ncnc3c1CCC3)CCN2C (stereo unspecified) | 7%
CC(C)N1C(=O)C(O)(CC(=O)c2ccncc2)c2ccccc21 (stereo unspecified) | 14%
Cc1ccc(N(C)S(=O)(=O)c2c(-c3ccccc3)csc2C(=O)O)cc1 | -3%
O=C(c1ccc(Cl)cc1)N1CCC(c2nc3ccccc3o2)CC1 | 9%&-20%
O=C(NCCc1csc(-c2ccc(F)cc2)n1)c1c(F)cccc1Cl | -21%
COc1cc(OC)c(N2CC(C(=O)Nc3c(C)nn(C)c3C)CC2=O)cc1Cl (stereo unspecified) | -6%
Cc1ccc(NC(=O)Cn2c(=O)n(CCC(=O)NCc3ccccc3Cl)c(=O)c3ccccc32)cc1 | -3%
COCc1cc(=O)oc2cc(NS(=O)(=O)c3ccc(C)cc3)ccc12 | ?
O=C(CCC(=O)NC12CC3CC(CC(C3)C1)C2)Nc1cccnc1 | 23%
O=C1COc2ccc(-c3cc(-c4ccc(Cl)cc4)c4c(n3)-c3ccccc3OC4)cc2N1 | ?
CC(C)(C)c1ccc(-c2cc(C[C@H]3CNCC[C@H]3CC(=O)N3CCCCC3)no2)cc1 | ?
N#Cc1ccc(C(=O)N2CCN(c3cc(-c4ccc(Cl)cc4)[nH]n3)CC2)cc1 | -18%
Cc1cc(=O)n(CC(=O)Nc2cccc(C(F)(F)F)c2)c(N2CCC(C)CC2)n1 | -32%
O=C(C1CCN(S(=O)(=O)Cc2ccccc2)CC1)N1CCN(c2ccc(F)cc2)CC1 | -16%
Cc1cccc(NC(=O)Cn2ccn3nc(-c4ccccc4)c(CO)c3c2=O)c1 | ?
CC(C)c1ccc(-c2csc(Nc3ccc(C(=O)O)c(O)c3)n2)cc1 | ?
O=C1CCCN1CCCN1C(=O)[C@H]2CNC[C@H]2C1=O | 189%[activator]
Cc1cc(C)cc(Nc2nc3ccccc3n3cnnc23)c1 | ?
CCOC(=O)c1[nH]c(C)c(CCC(=O)NCc2ccc(N(C)C)cc2)c1C | ?
Cc1ccc(S(=O)(=O)N2CCOC2CNC(=O)C(=O)NCCN2CCOCC2)cc1 (stereo unspecified) | -4%
O=C(COc1ccc2c(-c3ccccc3)cc(=O)oc2c1)NCCCN1CCOCC1 | -11%
CCCN(CCC)CCCNC(=O)c1cnn(-c2ccc(F)cc2)c1-n1cccc1 | ?
Cn1c(=O)c2c(ncn2CC(=O)Nc2ccc(C(C)(C)C)cc2)n(C)c1=O | 2%
COc1cccc(NC(=O)C2CCN(S(=O)(=O)c3ccc4[nH]c5c(c4c3)CCCCC5)CC2)c1 | ?
CCNC(=S)Nc1cccc(Cl)c1Cl | 4%
CCN1C(=O)CCN(C(=O)C2CCCC2)CC12CCOCC2 | 0%
COc1ccccc1NC(=O)CSc1ncc2c(n1)-c1cc(Cl)ccc1N(Cc1ccccc1)S2(=O)=O | ?
Cc1ccc(S(=O)(=O)Nc2ccccc2C(=O)N2CCCCC2C)c(C)c1NS(C)(=O)=O (stereo unspecified) | 9%
CN1C[C@H](O)C[C@H]1c1nnc2n1CCN(Cc1ccc(C(F)(F)F)cc1)C2 | -21%
C[C@@H]1CN(C(=O)CCN2CCCCCC2=O)C[C@]1(C)O | -2%
O=C(O)CC1COCCN1C(=O)c1cc(-n2cccn2)ccc1Cl (stereo unspecified) | 6%
Cc1cccc(NC(NC(=O)c2ccc(Br)cc2)C(Cl)(Cl)Cl)c1 (stereo unspecified) | 6%
COCCN(CCCc1ccccc1)CC(=O)N(C)C | -4%
COc1cccc(-c2noc(-c3ccc(NCCn4cccn4)nc3)n2)c1OC | 25µM*
Cc1noc([C@@H]2C[C@H](NS(=O)(=O)c3cccc4cccnc34)CN2C)n1 | -33%[86.2 µM]
COc1ccccc1-c1ccnc2c1c(=O)[nH]c(=O)n2CC1CCCO1 (stereo unspecified) | ?
O=C(NCCCc1ccccc1)c1n[nH]c2c1CN(C(=O)c1ccc(Cl)cc1)CC2 | 29%
O=C(O)CCc1ccnc(N2CCCC2)c1 | ?
CN(CC(=O)Nc1ccc(Cl)c(Cl)c1)CC(=O)N(C)C1(C#N)CCCCC1 | -24%
Cc1ccc(C)c(N2CCN(CCCNC(=O)c3cnn(-c4ccccc4Cl)c3C3CCN(C(=O)OC(C)(C)C)CC3)CC2)c1 | -14%
O=C(Nc1cc(F)cc(F)c1)N1CCC(Oc2ncccc2C(=O)N2CCOCC2)C1 (stereo unspecified) | 21%
Cc1nc(-n2nc(C)c(Cl)c2C)sc1C(=O)N1CCCCC1C (stereo unspecified) | 0%
C=CCNC(=O)N[C@H]1[C@H](O)[C@@H](N2CCCCC2)[C@@H]2OC[C@H]1O2 | -27%[86.2 µM]
CCCNC(=O)CSc1nc2ccsc2c(=O)n1C | 25%
CC1(C)C2CCC1(C)C(OC(=O)C[N+]1(C)CCOCC1)C2 (stereo unspecified) | -11%
CCOC(=O)N1CCN(c2c(N3CCN(c4ccc(F)cc4)CC3)c(=O)c2=O)CC1 | 20%
O=S1(=O)NC(=NCC(c2ccco2)N2CCCCC2)c2ccccc21 (stereo unspecified) | 33%[activator]
O=C(Nc1ccc2oc(-c3cccnc3)nc2c1)c1ccccc1F | ?

2 compounds drawn at random from the list so far, as already listed:
SMILES | KDM5B inhibitor
Cc1nc(-n2nc(C)c(Cl)c2C)sc1C(=O)N1CCCCC1C (stereo unspecified) | 0%
O=S1(=O)NC(=NCC(c2ccco2)N2CCCCC2)c2ccccc21 (stereo unspecified) | 33%[activator]

These rows are one share of the data, so the mix of outcomes need not match the whole.
